Screens: PubChem, several laboratories
STK33 inh: inhibitors of human STK33 kinase. inhibition, % at 10 µM. actives 0.073% (n = 320,000). purified STK33, MBP phosphorylation, ADP-Glo luminescence. AID 2661;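 active means inhibition at or above 25%, using the most active replicate where run in duplicate; inactive means inhibition below 25%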
Target sequence (Q9BYT3 whole entry, looked up): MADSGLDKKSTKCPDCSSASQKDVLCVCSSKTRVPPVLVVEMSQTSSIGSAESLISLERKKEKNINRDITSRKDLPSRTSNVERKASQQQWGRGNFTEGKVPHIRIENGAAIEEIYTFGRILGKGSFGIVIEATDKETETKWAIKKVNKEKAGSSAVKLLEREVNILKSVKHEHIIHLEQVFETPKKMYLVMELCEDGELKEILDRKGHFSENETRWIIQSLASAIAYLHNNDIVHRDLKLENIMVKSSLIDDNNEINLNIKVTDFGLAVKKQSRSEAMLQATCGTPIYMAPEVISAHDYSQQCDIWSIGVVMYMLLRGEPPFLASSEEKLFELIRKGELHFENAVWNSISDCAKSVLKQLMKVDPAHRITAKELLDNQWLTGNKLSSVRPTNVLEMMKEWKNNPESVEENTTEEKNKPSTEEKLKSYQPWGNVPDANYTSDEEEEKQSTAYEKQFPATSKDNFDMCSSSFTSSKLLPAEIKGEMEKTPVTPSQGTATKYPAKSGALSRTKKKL
OX1R antag: antagonists of human orexin 1 receptor (OX1R) | AID 485270 | inhibition, % at 6.6 µM | OX1R-expressing cells, FRET antagonist read-out | actives 1.8% (n = 330,000) | O43613; in the data active means inhibition mostly above about 38%, no sharp cut-off; inactive means mostly below about 40%;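 further: 0% = agonist challenge alone and 100% = reference antagonist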
Target sequence (O43613 whole entry, looked up): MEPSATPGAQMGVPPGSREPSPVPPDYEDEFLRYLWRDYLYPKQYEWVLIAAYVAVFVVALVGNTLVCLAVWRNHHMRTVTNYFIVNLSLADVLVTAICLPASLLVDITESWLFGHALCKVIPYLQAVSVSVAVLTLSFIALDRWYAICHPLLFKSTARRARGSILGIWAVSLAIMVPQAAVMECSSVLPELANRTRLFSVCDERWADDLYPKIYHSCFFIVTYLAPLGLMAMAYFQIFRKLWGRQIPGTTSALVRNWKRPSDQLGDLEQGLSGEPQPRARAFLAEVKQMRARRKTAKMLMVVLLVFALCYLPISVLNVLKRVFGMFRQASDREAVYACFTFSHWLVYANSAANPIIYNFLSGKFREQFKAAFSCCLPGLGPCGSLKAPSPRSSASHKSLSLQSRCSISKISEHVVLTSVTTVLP
An asterisk follows results filed as active; / = not tested or not shown.

STK33 inh,OX1R antag,Compound
-0.9,5,COc1ccccc1N1CCN(C(CNS(C)(=O)=O)c2cccnc2)CC1 (stereo unspecified)
0.3,23,Brc1cc2c(cc1COc1ccc(-c3nn[nH]n3)cc1)OCO2
-0.7,1,CN1c2ccccc2C(=O)/C(=C\Nc2ccc(F)cc2)S1(=O)=O
-0.1,10,N#CCC(=O)Nc1ccc(C(=O)OCC(=O)Nc2ccccc2-c2ccccc2)cc1
-1.1,20,COc1ccccc1CNC(=O)CCSCc1cccc(Cl)c1
-1.5,10,CC1CCCCN1C(=O)C1CCN(S(=O)(=O)c2ccc(-n3cnnn3)cc2)CC1 (stereo unspecified)
-2.1,12,Cc1ccc(C)c(CSc2ncccc2C(=O)O)c1
5.1,2,O=C(CSc1nncs1)NCc1ccc2c(c1)OCO2
-2.2,25,O=C(Nc1cc(Sc2nc3ccccc3s2)cc([N+](=O)[O-])c1)c1ccccc1
-0.5,20,O=C1NNC(c2ccccc2)=N/C1=C\c1ccccc1
0.6,22,CCN(CC(=O)Nc1ccc(OC)c(OC)c1)CC(=O)Nc1ccccc1C(F)(F)F
-0.5,4,CSc1n[nH]c(=O)n1-c1cccc(Cl)c1
-0.6,15,Cc1ccccc1NC(=O)C(=O)N/N=C/c1cccc(Br)c1
-1.8,25,O=C1c2ccccc2C(=O)N1CCCCn1c(=O)oc2ccccc21
0.4,13,Cc1nnc(SCc2ccc(Cl)cc2)nc1/C=C/N(C)C
-2.3,16,CCCCSc1nc(N)c(C#N)c(-c2cccs2)c1C#N
0.3,11,CC1(c2ccccc2)NC(=O)N(CC(=O)Nc2nnc(C3CC3)s2)C1=O (stereo unspecified)
-0.6,22,CC(/C=N\NC(=O)c1cc(C)oc1C)=C\c1ccccc1
-0.4,18,CCN(CC)C1CCN(C(=O)CCc2nnc(CCc3ccccc3)o2)C1 (stereo unspecified)
-0.3,5,CCOC(=O)c1ccc(Oc2cn[nH]c2-c2ccc(OCC(=O)NN)cc2O)cc1
0.3,13,CC(C)(C)NC(=O)NC(=O)Cn1cc(C(F)(F)F)ccc1=O
-0.3,6,CC(=O)Nc1ccc(NC(=O)CSc2nnc3ccc(-c4ccc(F)cc4)nn23)cc1
1.1,7,COC(=O)c1[nH]c2ccc(C)cc2c1NC(=O)CN1CCN(Cc2ccccc2)CC1
-0.3,10,O=C(NC1CC1)C1=COCCO1
8.8,27,Fc1ccc(-c2nnc(CN3CCN(c4ncc(C(F)(F)F)cc4Cl)CC3)o2)cc1
-1.2,14,CCOCC(=O)Nc1nnc(C2CCCCC2)s1
-0.2,31,CCCn1c(SCC(=O)Nc2ccc(Cl)cc2)n[nH]c1=O
-0.6,9,CCc1noc(C)c1C(=O)Nc1cc(S(=O)(=O)N2CCOCC2)ccc1N1CCN(CC)CC1
-2.6,21,COc1ccccc1-c1cc(C(=O)N/N=C/c2sccc2C)c2ccccc2n1
0.0,2,CC(O)c1n(C)c(Cl)c[n+]1C (stereo unspecified)
0.2,5,Cc1onc(-c2ccccc2)c1C(=O)N/N=C/c1cc(Br)c(Br)o1
-2.6,27,CC(NC(=O)Cc1cccs1)c1ccc2c(c1)OCO2 (stereo unspecified)
-1.0,-1,Cc1cc(C)nc(NC(N)=NC(C)c2ccccc2)n1 (stereo unspecified)
1.0,15,CS(=O)(=O)NN1C(=O)c2ccccc2NC1c1cccc2cccnc12 (stereo unspecified)
0.5,16,COc1ccc(OC)c(-n2c(CNC3CCN(Cc4ccccc4)CC3)nc3ccccc3c2=O)c1
-0.1,9,O=C(NC1CC1)c1ccc(CSCc2cccc(F)c2)o1
0.3,21,CC(=O)Nc1ccc(S(=O)(=O)NC2=NCN(c3cccc([N+](=O)[O-])c3)CN2)cc1
-0.3,6,COc1nn(CC(=O)N2N=C(C(F)F)CC2(O)C(F)F)cc1[N+](=O)[O-] (stereo unspecified)
0.8,-5,CC(=O)Oc1ccc(C(=O)Nc2ccccc2C(=O)Nc2cccc(C(=O)O)c2)cc1
0.2,18,COc1ccccc1N(CC(=O)NCc1ccccc1)C(=O)CCC(=O)Nc1nccs1
0.3,-6,CCn1c2ccc(CC(=O)O)cc2c2cc(CC(=O)O)ccc21
-2.3,3,COc1cccc(-c2ncc3ccccc3c2COC(=O)c2cccs2)c1
-2.9,21,O=C(N/N=C\c1ccc(-c2ccc(Cl)c(Cl)c2)o1)C(=O)N1CCCC1
-1.1,18,CC1(C)C([N+](=O)[O-])C(c2ccc(O)cc2)NC(c2ccc(O)cc2)C1[N+](=O)[O-] (stereo unspecified)
-0.9,62,Cc1ccc(OCc2nnc(SCc3nc4ccccc4[nH]3)n2Cc2ccco2)cc1
2.5,8,N#C/C(=C\c1ccccc1[N+](=O)[O-])C(=O)Nc1ccc(S(N)(=O)=O)cc1
-1.8,17,Cc1cccc(C(=O)Oc2ccccc2/C=N/NC(=O)c2ccc(NC(=O)C(C)(C)C)cc2)c1
-2.0,0,Cn1cc(CN2CCC(Oc3ccc(C(=O)N4CCCC4)cc3)CC2)cn1
-1.8,7,Cc1cc(C)nc(NS(=O)(=O)c2ccccc2)n1
0.1,8,Cc1cc(C(=O)CCC(=O)NCC(=O)Nc2c(C)cccc2C)c(C)s1
-1.9,26,CCOc1ccc(S(=O)(=O)NC2CCCC2)cc1
-1.2,/,CCC(=O)Nc1nnc(S(=O)(=O)N(C)c2cc(C)cc(C)c2)s1
-2.1,12,CCN(CC1CCCN(CCc2cccc(OC)c2)C1)C(=O)c1ccoc1 (stereo unspecified)
-0.8,9,CN1Cc2c(N3CCOCC3)nc(SCc3ccccc3)c(C#N)c2CC1(C)C
-0.9,73*,O=C(CSc1nc2ccc(Cl)cc2[nH]1)NC1CCCc2ccccc21 (stereo unspecified)
-0.8,21,Fc1cccc(Cl)c1Cc1noc(/C=C/c2ccccc2)n1
-0.7,9,CC(C)C(NC(=O)CN(c1cccc(F)c1)S(C)(=O)=O)C(C)C
-0.9,8,COc1cc2c(cc1OC)-c1cc(NC3CCCC3)nc(=O)n1CC2
0.4,-1,COc1ccccc1NC(=O)CSc1nnc(-c2ccoc2C)o1
-1.5,23,O=S(=O)(c1ccc(F)cc1)N1CCC2(CC1)OCCO2

Some of these compounds in order of length of the SMILES, lowest first.
STK33 inh,OX1R antag,Compound
-1.9,26,CCOc1ccc(S(=O)(=O)NC2CCCC2)cc1
-1.8,7,Cc1cc(C)nc(NS(=O)(=O)c2ccccc2)n1
-0.8,21,Fc1cccc(Cl)c1Cc1noc(/C=C/c2ccccc2)n1
0.3,-6,CCn1c2ccc(CC(=O)O)cc2c2cc(CC(=O)O)ccc21
-2.3,3,COc1cccc(-c2ncc3ccccc3c2COC(=O)c2cccs2)c1
-0.9,73*,O=C(CSc1nc2ccc(Cl)cc2[nH]1)NC1CCCc2ccccc21 (stereo unspecified)
-0.7,9,CC(C)C(NC(=O)CN(c1cccc(F)c1)S(C)(=O)=O)C(C)C
0.1,8,Cc1cc(C(=O)CCC(=O)NCC(=O)Nc2c(C)cccc2C)c(C)s1
-0.8,9,CN1Cc2c(N3CCOCC3)nc(SCc3ccccc3)c(C#N)c2CC1(C)C
-0.9,62,Cc1ccc(OCc2nnc(SCc3nc4ccccc4[nH]3)n2Cc2ccco2)cc1
-2.9,21,O=C(N/N=C\c1ccc(-c2ccc(Cl)c(Cl)c2)o1)C(=O)N1CCCC1
2.5,8,N#C/C(=C\c1ccccc1[N+](=O)[O-])C(=O)Nc1ccc(S(N)(=O)=O)cc1
-1.8,17,Cc1cccc(C(=O)Oc2ccccc2/C=N/NC(=O)c2ccc(NC(=O)C(C)(C)C)cc2)c1
-1.1,18,CC1(C)C([N+](=O)[O-])C(c2ccc(O)cc2)NC(c2ccc(O)cc2)C1[N+](=O)[O-] (stereo unspecified)

Fetched one by one from above (2):
STK33 inh,OX1R antag,Compound
-1.8,17,Cc1cccc(C(=O)Oc2ccccc2/C=N/NC(=O)c2ccc(NC(=O)C(C)(C)C)cc2)c1
-1.9,26,CCOc1ccc(S(=O)(=O)NC2CCCC2)cc1

Continuation.
STK33 inh,OX1R antag,Compound
-6.1,12,O=C(O)c1cc(-c2ccc(-c3ccc(F)cc3)o2)nc2ccccc12
-1.1,20,CCOC(=O)c1c(NC(=O)c2cccs2)sc2c1CC(C)(C)OC2
-2.1,11,O=C(NCCCN1CCN(c2ccccc2F)CC1)Nc1ccccc1[N+](=O)[O-]
/,6,CC(C)(O)C(=O)NNC(=S)Nc1cccc(C(F)(F)F)c1
-0.9,22,COc1ccc(C(=O)NNC(=O)CSc2nnc(-c3cccnc3)n2C)cc1
/,-2,O=C(CCNC(=O)c1ccc(Br)cc1)Nc1ccccc1N1CCCC1
-0.7,11,C=CCNC(=O)c1cccc(Br)c1
-1.4,5,Cc1nc(SCc2cccc(F)c2)c2oc3ccccc3c2n1
-0.8,17,CCN1CCCC1CN(Cc1cc2ccc(C)c(C)c2[nH]c1=O)C(=O)Nc1ccccc1OC (stereo unspecified)
-1.4,21,CCCCN1C(=O)C(=O)c2cc(Cl)ccc21
0.5,7,COc1ccccc1N1CCN(S(=O)(=O)c2cc3c(cc2C)NC(=O)CO3)CC1
-1.3,10,Cc1cc(C(=O)OCC(=O)NCCC(C)C)c2ccccc2n1
0.9,6,CC(Sc1n[nH]c(N)n1)C(=O)Nc1cccc2ccccc12 (stereo unspecified)
0.2,14,CCN(CC)C(=O)COc1coc(CN2CCN(c3ccccc3)CC2)cc1=O
0.2,14,O=C(Nc1ccccc1F)c1ccc(CN2CCN(c3ccccc3)CC2)cc1
-1.6,6,CNc1nc(SC(C)C(=O)Nc2ccc(Cl)c(Cl)c2)nc(N2CCOCC2)n1 (stereo unspecified)
-0.8,32,O=C(Nc1ccc(Cl)cc1)NC1CCCc2ccccc21 (stereo unspecified)
-1.4,14,O=C(O)c1ccccc1C(=O)Nc1ccc(Oc2cccc(C(F)(F)F)c2)nc1
-1.6,12,COC(=O)c1ccc(/C=N/NC(=O)C(=O)NCC2CCCO2)cc1 (stereo unspecified)
-0.2,-2,CCOc1ccc(OCc2ccc(C(=O)Nc3cccnc3)cc2)cc1
-0.2,3,CCOC(=O)c1cc(C)nn1-c1nc(Cl)cc(OC)n1
0.2,34,COc1ccc(-c2cc(CNS(=O)(=O)c3ccc(NC(C)=O)cc3)on2)cc1
-0.6,-1,CC(Nc1n[nH]c(=O)[nH]c1=O)C(=O)N/N=C/c1ccccc1 (stereo unspecified)
1.6,15,Cc1ccc(S(=O)(=O)NC2CC(C)(C)NC(C)(C)C2)cc1C
-2.3,25,CC1=CC(C)C2C(=O)N(c3ccccc3)NC(=O)C2C1 (stereo unspecified)
-1.1,5,C=CCc1cccc(C=Nc2cc(Br)ccc2O)c1O
-2.1,9,CC1CCCC(C)N1/N=C/c1cccc(Br)c1 (stereo unspecified)
-2.5,4,Cc1cccc(-c2ncc(CN3CCC(CO)(CCCc4ccccc4)CC3)cn2)c1
-0.5,35,O=C(Nc1ccccc1NS(=O)(=O)c1ccc(F)cc1)C1CCC1
-2.2,26,CC1CC(C)CN(C(=O)/C(=C\c2ccccc2)c2ccccc2)C1 (stereo unspecified)
-0.4,4,O=C(COc1ccc2c3c(c(=O)oc2c1)CCC3)NCCCN1CCOCC1
-2.6,14,N/C(=N\OC(=O)c1ccccc1Br)c1ccc([N+](=O)[O-])cc1
0.4,40,O=S(=O)(NCc1ccc2c(c1)OCO2)c1c(F)cc(F)cc1Br
-2.1,4,O=C(CCC(=O)N1CCOc2ccccc21)Nc1ccc(F)cc1F
-0.3,3,COC(=O)c1scc(C)c1S(=O)(=O)Nc1ccc(C)cc1
-0.5,25,CCOC(=O)C1=NN(c2ccccc2)C2=NC(C)=C(C(=O)OC)C(c3ccc(C)cc3)N12 (stereo unspecified)
0.0,8,O=C(NNc1nc(-c2ccc(Cl)cc2)cs1)c1ccco1
-1.2,1,CCOC(=O)CN1CC23C=CC(O2)C(C(=O)NCCc2ccccc2)C3C1=O (stereo unspecified)
-0.2,7,O=c1c2ccccc2cnn1-c1ccc2ccccc2c1
-0.8,11,COC(=O)CCn1nnc(-c2cccs2)n1
-0.7,4,COc1cccc(CN2CCCC(N3CCc4ccccc4C3)C2)c1O (stereo unspecified)
-0.8,7,Cc1ccc(S(=O)(=O)NC(=O)Nc2ccccc2)cc1
-1.8,50*,NS(=O)(=O)c1ccc(N/N=C/c2ccc(C(=O)O)cc2)c([N+](=O)[O-])c1
0.5,-2,CC(=O)N1CCc2cc(C(=O)CN3CCN(c4cccc(Cl)c4)CC3)ccc21
0.9,20,COc1ccc(-c2nc3ncccc3o2)cc1NC(=O)c1cccs1
-0.9,32,CC1(c2nnc(-c3cccc(Cl)c3)o2)CC(c2ccccc2Br)=NO1 (stereo unspecified)
-1.2,12,Cn1c(N)cc(-c2ccc(F)cc2)c(C#N)c1=O
-0.1,2,C=CCOC(=O)/C=C/C(=O)NC(N)=O
-2.0,32,COn1c(=O)c(-c2cccc(Br)c2)[n+]([O-])c2ccccc21
0.1,17,c1c(CC2CCCC2)nnn1C[C@H]1CC[C@@H]([C@@H]2CC[C@H](Cn3cc(CC4CCCC4)nn3)O2)O1
0.3,17,COC(=O)Cc1c(C)nc2nc(NCc3cccc([N+](=O)[O-])c3)[nH]n2c1=O
-0.7,23,COc1ccc(OC)c(NC(=O)CCN2CCCCC2)c1
-2.0,11,COc1ccccc1Nc1nc(N)nc(CSc2ncccn2)n1
-1.2,2,O=C(O)CCc1ccc(-c2ccc(Cl)cc2)n1CC(=O)O
-6.4,-2,O=c1[nH]c(/C=C/c2ccc(Cl)cc2Cl)c([N+](=O)[O-])c(=O)[nH]1
-0.4,11,O=S(=O)(Nc1cccc(F)c1)c1cccc2nsnc12
0.0,9,CC1CCC(NC(=O)CCS(=O)(=O)c2ccc3c(c2)NC(=O)CS3)CC1 (stereo unspecified)
-0.8,2,O=C(COC(=O)CNC(=O)c1ccc(Cl)cc1Cl)NCc1ccco1
-0.5,22,CS(=O)(=O)N1CCc2cc(C(=O)O)ccc21
1.0,2,CCOc1cc(C2c3c(n[nH]c3C)C(=O)N2c2ccc(C)cc2)ccc1O (stereo unspecified)
-0.4,0,COC(=O)CSc1nc(C)cc(N2CCOCC2)n1
-1.1,6,COc1ccccc1N(CC(=O)NC1CCCC1)C(=O)CNC(=O)c1cccs1
